# High-throughput results as filed in PubChem BioAssay.
# Bim-Bcl-2: inhibitors of Bim-Bcl-2 binding, primary screen, biochemical, multiplexed, human Bcl-2 family | actives 0.06% (n = 190,000) | Apoptosis regulator Bcl-2 (Homo sapiens), P10415 | inhibition, % at 10 µM | Bead-based flow cytometry, Bim peptide-Bcl-2 binding; in the data active means inhibition above about 40%; inconclusive means no clear call, values can overlap the other calls;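 further: 0% = no compound wells with probe peptide and 100% = reference peptide inhibitor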
# Bim-Bcl-XL: inhibitors of Bim-Bcl-XL binding, primary screen, biochemical, multiplexed, bead flow cytometry, human Bcl-XL; actives 0.04% (n = 190,000); inhibition, % at 10 µM; Bim peptide-Bcl-XL binding, fluorescence; Bcl-2-like protein 1 (Homo sapiens), Q07817
# Target sequence (Q07817 whole entry, looked up): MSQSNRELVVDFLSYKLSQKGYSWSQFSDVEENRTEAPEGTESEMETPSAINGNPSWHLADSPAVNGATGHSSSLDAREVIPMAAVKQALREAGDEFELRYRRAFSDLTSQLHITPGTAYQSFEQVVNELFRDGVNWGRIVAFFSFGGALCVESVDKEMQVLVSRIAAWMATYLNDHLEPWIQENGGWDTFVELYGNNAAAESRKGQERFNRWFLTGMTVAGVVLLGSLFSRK
# Bcl-B Bim block: inhibitors of Bim-Bcl-B binding, primary screen, biochemical, multiplexed, human Bcl-2 family | Bcl-2-like protein 10 (Homo sapiens), Q9HD36 | bead-based flow cytometry, Bim peptide-Bcl-B binding | inhibition, % at 10 µM | actives 0.073% (n = 190,000);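 further: 0% = tracer peptide without compound and 100% = reference inhibitor peptide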
# Target sequence (Q9HD36 whole entry, looked up): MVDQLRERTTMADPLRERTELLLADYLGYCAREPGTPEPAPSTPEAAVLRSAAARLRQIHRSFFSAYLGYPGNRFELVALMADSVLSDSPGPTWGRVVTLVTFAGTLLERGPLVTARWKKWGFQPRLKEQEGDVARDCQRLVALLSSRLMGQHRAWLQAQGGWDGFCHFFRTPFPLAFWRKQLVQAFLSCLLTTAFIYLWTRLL
# Mcl1 Bid PPI: Mcl-1/Bid binding inhibitors, primary screen, biochemical, TR-FRET, 1536-well; TR-FRET Mcl-1/Bid-Dy647 peptide binding; inhibition, % at 21.7 µM; actives 0.97% (n = 220,000);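 active means compounds that cut the binding signal by more than half at the single screening dose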;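 further: His-tagged Mcl-1 with europium anti-His antibody binding Bid BH3 peptide; 0% = Mcl-1 plus peptide wells and 100% = peptide-only wells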
# Target sequence (Q07820 whole entry, looked up): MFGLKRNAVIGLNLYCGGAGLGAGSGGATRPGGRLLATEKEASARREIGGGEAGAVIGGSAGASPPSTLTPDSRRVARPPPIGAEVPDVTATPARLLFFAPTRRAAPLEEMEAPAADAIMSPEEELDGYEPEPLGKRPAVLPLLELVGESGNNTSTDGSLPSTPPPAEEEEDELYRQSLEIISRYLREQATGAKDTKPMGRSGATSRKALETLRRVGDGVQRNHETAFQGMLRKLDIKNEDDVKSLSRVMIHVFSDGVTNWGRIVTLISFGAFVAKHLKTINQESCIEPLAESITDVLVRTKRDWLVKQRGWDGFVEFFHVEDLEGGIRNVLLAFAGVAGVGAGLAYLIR
# RGS7-Gao reg: RGS7-Galphao binding modulators, primary screen, biochemical, multiplexed bead flow cytometry. Guanine nucleotide-binding protein G(o) subunit alpha (Homo sapiens), P09471. actives lie on both sides. binding response (% of control), % at 10 µM. actives 0.35% (n = 220,000); in the data active means binding response below about 49% or above about 150%; inconclusive means no clear call, values can overlap the other calls; inactive means in between;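 further: fluorescent Galphao held in activated GDP-AlF4 state binding bead-coupled RGS7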
# RGS4-Gao reg: modulators of RGS4 binding to Galphao, primary screen, biochemical, multiplexed bead flow cytometry | binding response (% of control), % at 10 µM | Guanine nucleotide-binding protein G(o) subunit alpha (Homo sapiens), P09471 | actives lie on both sides | actives 0.33% (n = 220,000) | AID 1415, 2008; in the data active means binding response below about 49% or above about 150%; inactive means in between;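 further: fluorescent Galphao activated with aluminum fluoride binding bead-coupled RGS4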
# Bcl-W Bim block: inhibitors of Bim binding to Bcl-W, primary screen, biochemical, multiplexed, bead-based flow cytometry. Bcl-2-like protein 2 (Homo sapiens), Q92843. Bim peptide-Bcl-W binding. inhibition, % at 10 µM. actives 0.02% (n = 190,000);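 further: 0% = bound tracer without compound and 100% = peptide blocker; higher means less fluorescent Bim peptide bound to Bcl-W beads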
# Target sequence (Q92843 whole entry, looked up): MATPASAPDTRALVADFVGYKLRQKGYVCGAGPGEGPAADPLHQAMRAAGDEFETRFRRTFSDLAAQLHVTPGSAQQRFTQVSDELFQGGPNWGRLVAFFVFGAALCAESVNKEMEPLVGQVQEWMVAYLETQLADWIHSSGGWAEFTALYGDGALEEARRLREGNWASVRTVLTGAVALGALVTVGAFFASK
# RGS8-Gao reg: RGS8-Galphao binding modulators, primary screen, biochemical, multiplexed bead flow cytometry. Guanine nucleotide-binding protein G(o) subunit alpha (Homo sapiens), P09471. actives lie on both sides. response (percent of control binding), % at 10 µM. actives 0.34% (n = 220,000); in the data active means response below about 60% or above about 140%; inactive means in between;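 further: Galphao activated as the GDP aluminium fluoride complex binding bead-coupled RGS8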
# Bfl-1 Bim block: inhibitors of Bim binding to Bfl-1, primary screen, biochemical, multiplexed, bead-based flow cytometry; Bim-Bfl-1 binding inhibition; actives 0.12% (n = 190,000); inhibition, % at 10 µM; Bcl-2-related protein A1 (Homo sapiens), Q16548; AID 1008, 2008;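 further: 0% = wells without compound plus tracer and 100% = blocker peptide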
# Bim-Mcl-1: inhibitors of Bim peptide binding to Mcl-1, primary screen, biochemical, bead-based flow cytometry, multiplex; actives 0.1% (n = 190,000); inhibition, % at 10 µM; Bim peptide-Mcl-1 binding; AID 1009, 2008;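 further: 0% = no compound tracer wells and 100% = peptide blocker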
# Mcl1-Noxa inh: Mcl-1/Noxa binding inhibitors, primary screen, biochemical, TR-FRET, 1536-well; Induced myeloid leukemia cell differentiation protein Mcl-1 (Homo sapiens), Q07820; actives 1.5% (n = 220,000); inhibition, % at 21.7 µM; TR-FRET Mcl-1/Noxa peptide binding, 2 h;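 active means compounds that cut the protein-peptide binding signal by more than 50% relative to plate controls in a single-dose test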;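 further: His-tagged Mcl-1 with rhodamine Noxa BH3 peptide and terbium anti-His antibody; 0% = Mcl-1 plus Noxa peptide wells and 100% = peptide-only wells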
# * marks the source's active call; other numbers are inactive results; ? = inconclusive; / = not tested or not shown. Unless noted, no stated cut-off is given here; in the data, active means inhibition above about 40%.
SMILES,Bim-Bcl-2,Bim-Bcl-XL,Bcl-B Bim block,Mcl1 Bid PPI,RGS7-Gao reg,RGS4-Gao reg,Bcl-W Bim block,RGS8-Gao reg,Bfl-1 Bim block,Bim-Mcl-1,Mcl1-Noxa inh
CCOC(=O)CN1C(c2ccc(O)cc2)Nc2ccc(Br)cc2C1c1ccccc1 (centres undefined),17,23,15,-8,96,85,16,62,26,15,-11
NC(=O)c1cnn2c(-c3cccc(C(F)(F)F)c3)ccnc12,/,/,/,98*,?,102,/,99,/,/,3
CC(C)CNC(=O)COC(=O)/C=C/c1ccccc1[N+](=O)[O-],0,-4,-3,3,104,104,-4,97,-3,0,18
COc1ccc(N(C(C)C(=O)NN=C2CCCC2)S(C)(=O)=O)cc1 (centres undefined),0,-2,0,-20,104,100,1,102,-2,0,12
CC(=O)c1cccc(NC(=O)CO/N=C2/CCCc3nonc32)c1,1,-1,-2,0,101,99,0,98,-6,-1,9
Cc1onc(-c2ccccc2Cl)c1C(=O)Nc1ccccc1N1CCOCC1,-7,-4,-6,2,95,93,-3,94,-17,0,15
COc1ccc(C(=O)N2CCOCC2)cc1Br,-9,-4,-7,8,100,99,-1,100,-11,-1,-4
O=C(c1n[nH]c2ccccc12)N1CCCCC1,-4,0,-4,-39,?,102,0,102,-6,-1,16
CCCCCC(=O)OCCc1c(C)nc2nc[nH]n2c1=O,2,3,-2,-11,100,97,1,101,-2,0,0
Cc1nc(C)c(C(=O)Nc2cccc(Cl)c2)o1,-2,-5,-2,-36,100,98,-2,100,-5,-5,7
Cc1cc(C)n(-c2nc(-c3ccc(Cl)c(Cl)c3)cs2)n1,-2,-5,-5,4,96,94,-4,98,0,0,-8
CCc1nnc(NC(=O)CCn2cnc3ccccc3c2=O)s1,-4,-5,-7,-31,?,99,-3,97,-8,-5,7
CN(c1ccc(C(=O)N2CCN(c3ccc(F)cc3)CC2)cc1)S(C)(=O)=O,-14,7,-6,4,102,103,4,103,-10,-1,1
CC(=O)Nc1ccc(OC(=O)c2ccc(Br)c([N+](=O)[O-])c2)cc1,-1,-2,-2,-15,108,99,-2,98,2,0,7
CN(C)S(=O)(=O)c1ccc(NC(=O)CCNC(=O)c2ccc([N+](=O)[O-])cc2)cc1,-3,-3,-2,-9,95,97,-3,93,0,-2,0
CCCc1nnc(SCC(=O)N2CCOCC2)n1CC1CCCO1 (centres undefined),1,0,-4,-5,94,103,-1,102,-4,-6,1
O=C(O)c1ccc2c(c1)N(Cc1cccc(F)c1)C(=O)CS2,-8,-3,-6,-12,102,105,0,103,-6,0,17
C/C(=N\O)C(=O)NCc1ccncc1,-18,-16,-8,-17,116,106,-9,101,-23,-11,5
CN1CCN(C(=O)/C(=C/c2ccccc2)c2ccccc2)CC1,-3,-3,-3,-33,96,99,-1,99,-14,1,14
O=C(Nc1cccc(S(=O)(=O)N2CCCCCC2)c1)c1ccc2c(c1)OCO2,-4,-1,0,6,106,104,0,102,-6,-2,2
COc1ccc(NC(=O)c2ccc(-n3cccn3)nc2)cc1,-3,-9,-9,-9,103,103,-5,116,-11,-14,5
Cc1cc(SCC(=O)NC(=O)c2cccn2C)nc2ccccc12,/,/,/,-39,?,102,/,104,/,/,38
COC(=O)CSc1ccc(S(=O)(=O)N2CCCCCC2)cc1[N+](=O)[O-],0,-3,-6,-14,96,100,-1,88,-1,3,8
C/C(=N\N=C(/N)c1nonc1N)c1ccc2c(c1)OCO2,/,/,/,-6,?,99,/,100,/,/,2
CCC1CCC(NC2CCCCNC2=O)CC1 (centres undefined),-7,-5,-5,-2,102,100,-3,101,-6,-1,13
# Further records
SMILES,Bim-Bcl-2,Bim-Bcl-XL,Bcl-B Bim block,Mcl1 Bid PPI,RGS7-Gao reg,RGS4-Gao reg,Bcl-W Bim block,RGS8-Gao reg,Bfl-1 Bim block,Bim-Mcl-1,Mcl1-Noxa inh
O=C(CSc1ccccc1)Nc1cc(S(=O)(=O)N2CCOCC2)ccc1N1CCOCC1,-2,-2,-3,-13,?,22*,0,15*,-5,-1,12
O=C(O)C(CC1CCCCC1)N1CCS(=O)(=O)CC1 (centres undefined),-4,-3,-5,13,105,101,-2,95,-5,-5,8
COc1ccc(N(C(=O)c2cc3ccccc3oc2=O)C2C=CS(=O)(=O)C2)c(OC)c1 (centres undefined),-3,-2,-2,-14,101,103,-2,101,-5,0,8
CCC(=O)Nc1ccc(S(=O)(=O)Nc2ccc(Cl)nn2)cc1,-4,-7,-8,-8,100,103,-2,102,-13,0,18
COc1ccc(/C=C/C(=O)c2ccc(O)cc2)cc1CN1CCOCC1,-6,-5,-4,-16,105,100,-4,106,-8,-3,10
O=C(Nc1cccnc1)c1cccc(S(=O)(=O)N2CCCC2)c1,-6,-3,-7,-9,98,99,1,100,-12,-2,4
CC(=O)C1=C(C)N(CC2CC2)C(=O)N[C@H]1c1ccccc1,2,-3,-1,-5,95,98,2,99,0,-1,7
CS(=O)(=O)N(CC(=O)Nc1ccccc1C(=O)NCc1ccco1)c1ccccc1F,-2,-1,-5,-11,101,102,-2,103,-4,0,14
CCN(CC)c1ccc(/C=C(\C#N)C(N)=O)cc1,-2,0,-5,-13,99,100,-3,103,-6,0,7
Cc1ccc(Sc2ccc(/C=N/O)cc2[N+](=O)[O-])cc1,-11,-2,-7,5,100,98,2,98,-9,0,24
CC1CCCCN1CC(=O)NC(=O)NCc1ccccc1 (centres undefined),-9,-7,-7,-27,101,102,-4,103,-16,-1,15
COc1ccc(C2CN=NC2C(=O)c2ccccc2)cc1 (centres undefined),/,/,/,-83,?,103,/,99,/,/,-4
CCOC(=O)C(C)N1N=C(/C=C/c2ccc(C)cc2)CCC1=O (centres undefined),-6,2,-6,-21,100,97,0,102,-10,1,-7
CCOC(=O)/C(C#N)=N/Nc1ccccc1OC,-4,-6,-8,-7,88,88,-3,65,0,-4,19
COc1ccc2c(c1)CCc1c(C(=O)Nc3c(C)n(C)n(-c4ccccc4)c3=O)noc1-2,-1,-2,-6,-7,101,99,-1,98,-2,-4,4
Nc1cccc(-n2nncc2-c2ccc(Cl)cc2)c1,0,0,2,-3,97,99,3,98,2,-2,-4
CCSc1nc2c(c(=O)[nH]c(=O)n2C)n1C,-4,-2,-5,-15,104,106,1,105,-6,1,-1
Cc1onc(-c2ccccc2)c1C(=O)NCc1cccs1,0,-1,-1,-31,104,104,0,103,0,-3,6
CC(C)(C)C(=O)N1CCN(c2ccc([N+](=O)[O-])c(NCc3cccnc3)c2)CC1,2,-1,0,-42,102,98,0,99,-3,2,19
Cc1ccc(C)c(CN2C(=O)C3CCCN3c3ccc(S(=O)(=O)N4CCOCC4)cc32)c1 (centres undefined),-3,-1,0,-11,102,101,-3,99,-2,-2,-25
CCc1cc2c(=O)c(-c3cscn3)coc2c(CN(C)C)c1O,-2,0,1,-20,99,100,1,102,-2,2,12
Cc1ccc(NC(=O)Cn2nc(C(F)(F)F)c3c2CCC3)cc1,-7,6,-6,-10,97,92,-1,93,-11,0,31
COc1cccc(Nc2nc3ccc(C(=O)c4ccccc4)cc3n3cnnc23)c1,/,/,/,-8,?,100,/,101,/,/,28
COc1ccc(NS(=O)(=O)c2cc(NC(=O)c3cnccn3)ccc2OC)cc1Br,2,2,0,-15,?,100,2,102,0,2,0
CC(=O)OC1C2CCC1C([N+]1(C)CCCCC1)CC2 (centres undefined),0,0,-1,5,105,99,0,101,-4,1,40
# Further structures
SMILES,Bim-Bcl-2,Bim-Bcl-XL,Bcl-B Bim block,Mcl1 Bid PPI,RGS7-Gao reg,RGS4-Gao reg,Bcl-W Bim block,RGS8-Gao reg,Bfl-1 Bim block,Bim-Mcl-1,Mcl1-Noxa inh
Nc1c([N+](=O)[O-])cc(-c2cnc[nH]2)cc1[N+](=O)[O-],0,11,8,-38,?,94,5,92,-2,6,27
CCN(CC)c1ccc(NC(=O)CN2CCN(c3nc(C)cc(C)n3)CC2)cc1,-11,-10,-9,-12,95,91,0,95,-6,0,13
CCCCC(=O)Nc1cccc(NC(=O)CC)c1,-9,-5,-7,-22,96,101,-1,100,-10,0,4
CC(C)CCNC(=O)c1cccc(S(=O)(=O)N2CCc3ccccc32)c1,-3,-8,-8,1,104,105,0,103,-9,0,6
Cc1ccc(NC(=O)CSc2nccn2C)cc1S(=O)(=O)N1CCOCC1,0,-3,-6,-38,100,101,1,103,1,4,7
O=C(Cc1ccc(Cl)cc1)NNC(=S)NC(=O)c1cccnc1,-4,-6,-5,-50,93,93,-2,95,-3,0,-19
Cc1cccc(NC(=O)c2cc3n(n2)C(C(F)(F)F)CC(C2CC2)N3)c1C (centres undefined),-7,-1,-6,-12,101,100,3,101,-10,0,4
COC(=O)c1c(NC(=O)Cc2cccs2)sc(C(=O)N2CCCCC2)c1C,-4,0,-3,-10,93,96,2,98,-12,4,-10
COc1cccc(N2CC(=O)N(NC(=O)CSc3nc(C)cc(C)c3C#N)CC2=O)c1,-3,-7,-5,-13,100,101,-4,104,-2,-3,2
CN(C1CCS(=O)(=O)C1)S(=O)(=O)c1ccccc1 (centres undefined),0,0,-7,-16,106,108,0,105,-8,0,1
c1ccc2sc(Nc3nc4cc5c(cc4s3)OCO5)nc2c1,0,-2,-7,6,98,96,2,90,7,-4,15
COc1ccc(Nc2nc3cc(C)ccc3cc2C#N)c(OC)c1,-4,0,-10,-16,103,104,7,116,0,0,22
CC(C)CC(=O)Nc1nnn(C)n1,-3,1,0,-42,102,100,5,101,-10,1,12
O=C(CCNC(=O)c1ccccc1Cl)Nc1ccc(Cl)c(C(F)(F)F)c1,-8,-6,-7,-12,91,94,-1,99,-13,-5,2
COc1ccccc1/C=N/NC(=O)c1[nH]c(C)c(C(=O)N/N=C/c2ccccc2OC)c1C,0,-1,-5,13,98,93,-1,93,0,-2,27
